Myeloid diff MLP: induction of myeloid progenitor differentiation, primary screen, cell-based, flow cytometry, MLPCN library. ER-HoxA9 myeloid progenitors, lysozyme-GFP differentiation. AID 624256, 2012. actives 1% (n = 360,000). calls only at 10 µM;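 active = normalized GFP-positive differentiation at or above the plate's own cutoff, the solvent-only control mean plus 3 SD; inconclusive = no clear call, values can overlap the other calls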;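 note: cells exposed to compound for four days before flow analysis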
Myeloid diff MLP GFP+ MAC1+ %: recorded beside Myeloid diff MLP, whose call it bears; GFP+ MAC1+ double positive, %; measured here: differentiation confirmed by MAC1 staining
Numbers without * were called inactive; i = inactive; u = inconclusive; x = not tested or not shown; + = active, no number. These rows are one share of the data; count on the stated rates, not on these rows.

The first 23 records, to show the layout:
Values in the order: Myeloid diff MLP, Myeloid diff MLP GFP+ MAC1+ %
#1 COc1ccc(Cl)cc1-c1cc(C(=O)Nc2cc(OC)c(OC)c(OC)c2)[nH]n1
  i, 0.7
#2 COc1ccc(S(=O)(=O)N2CCN(CC(=O)N3CCOCC3)CC2)cc1OC
  i, 0.3
#3 CC1(C(=O)O)CCN1C(=O)COc1ccc(Cl)cc1 (stereo unspecified)
  i, 1.4
#4 CC(C)Oc1ccc(CN2CCC2(C)C(=O)NCc2cccc3ccccc23)cc1 (stereo unspecified)
  i, 1.3
#5 O=c1[nH]c(=S)[nH]c2c1C(c1ccccc1)OC(C1CCCCC1)C2 (stereo unspecified)
  i, 1.5
#6 Cc1ccc2ccc(C(Nc3ccccc3)c3ccccc3)c(O)c2n1 (stereo unspecified)
  i, 3.6
#7 C#CCOCC1CN(C)C(=O)O1 (stereo unspecified)
  i, 0.3
#8 O=C(C1=NOC2(C1)C(=O)Nc1ccccc12)N1CCCC1 (stereo unspecified)
  i, 1.5
#9 O=C(Nc1ccccc1Cl)Nc1ccnn1C1CCN(C(=O)C2CCOC2)CC1 (stereo unspecified)
  i, 0.2
#10 NC(CO)c1csc(NC(=O)Nc2cccc(Cl)c2)n1 (stereo unspecified)
  i, 1.6
#11 COc1ccc(C(C)(O)c2nc(-c3ccoc3)cs2)cc1 (stereo unspecified)
  i, 0.7
#12 CC(C)OC(=O)N(C)C[C@H]1OCc2cnnn2CCCC(=O)N([C@H](C)CO)C[C@@H]1C
  i, 0.7
#13 CC1(C(=O)Nc2ccc3c(c2)OCO3)Cc2c(-c3ccc4c(c3)OCO4)ccnc2O1 (stereo unspecified)
  i, 0.1
#14 CC(C)=CCC[C@H](C)C[C@@H]1CC2=C(C(=O)OC(C)(C)O2)[C@@H](c2ccc(F)cc2)O1
  i, 1.0
#15 C[C@H]1COc2cccc(N3CCC[C@@H]3CO)c2S(=O)(=O)N1
  i, 0.4
#16 O=C(NC1CCCCC1)c1ccc(-c2cn[nH]c2)c2ccoc12
  i, 0.7
#17 Cc1cccc(C)c1NC(=O)Nc1nnc([C@H]2C[C@H](O)[C@@H](CO)O2)s1
  i, 0.8
#18 O=C1C=C(CCc2ccccc2)CCC1
  i, 0.5
#19 OC[C@@H]1CN(C2CCCC2)C[C@H](n2cnc3c(NC4CC4)ncnc32)O1
  i, 0.4
#20 CCNC(=O)C1(C)CCN1Cc1cc(-c2ccccc2)n(C)n1 (stereo unspecified)
  i, 1.2
#21 N#CC(=Cc1ccnc2ccccc12)c1ccccc1
  i, 0.4
#22 CC(=O)c1c(O)c(C)c(O)c2c1OC1=Cc3c(c(C)nn3-c3ccccc3)C(=O)C12C (stereo unspecified)
  i, 1.3
#23 O=C1NC[C@@H](CCCCN2C[C@H](Cc3ccc(O)cc3)N(CC3CCCCC3)C(=O)C2=O)N(Cc2ccccc2)C1=O
  i, 0.3

All compounds of this part, previewed entries included:
Values in the order: Myeloid diff MLP, Myeloid diff MLP GFP+ MAC1+ %
#1 COc1ccc(Cl)cc1-c1cc(C(=O)Nc2cc(OC)c(OC)c(OC)c2)[nH]n1
  i, 0.7
#2 COc1ccc(S(=O)(=O)N2CCN(CC(=O)N3CCOCC3)CC2)cc1OC
  i, 0.3
#3 CC1(C(=O)O)CCN1C(=O)COc1ccc(Cl)cc1 (stereo unspecified)
  i, 1.4
#4 CC(C)Oc1ccc(CN2CCC2(C)C(=O)NCc2cccc3ccccc23)cc1 (stereo unspecified)
  i, 1.3
#5 O=c1[nH]c(=S)[nH]c2c1C(c1ccccc1)OC(C1CCCCC1)C2 (stereo unspecified)
  i, 1.5
#6 Cc1ccc2ccc(C(Nc3ccccc3)c3ccccc3)c(O)c2n1 (stereo unspecified)
  i, 3.6
#7 C#CCOCC1CN(C)C(=O)O1 (stereo unspecified)
  i, 0.3
#8 O=C(C1=NOC2(C1)C(=O)Nc1ccccc12)N1CCCC1 (stereo unspecified)
  i, 1.5
#9 O=C(Nc1ccccc1Cl)Nc1ccnn1C1CCN(C(=O)C2CCOC2)CC1 (stereo unspecified)
  i, 0.2
#10 NC(CO)c1csc(NC(=O)Nc2cccc(Cl)c2)n1 (stereo unspecified)
  i, 1.6
#11 COc1ccc(C(C)(O)c2nc(-c3ccoc3)cs2)cc1 (stereo unspecified)
  i, 0.7
#12 CC(C)OC(=O)N(C)C[C@H]1OCc2cnnn2CCCC(=O)N([C@H](C)CO)C[C@@H]1C
  i, 0.7
#13 CC1(C(=O)Nc2ccc3c(c2)OCO3)Cc2c(-c3ccc4c(c3)OCO4)ccnc2O1 (stereo unspecified)
  i, 0.1
#14 CC(C)=CCC[C@H](C)C[C@@H]1CC2=C(C(=O)OC(C)(C)O2)[C@@H](c2ccc(F)cc2)O1
  i, 1.0
#15 C[C@H]1COc2cccc(N3CCC[C@@H]3CO)c2S(=O)(=O)N1
  i, 0.4
#16 O=C(NC1CCCCC1)c1ccc(-c2cn[nH]c2)c2ccoc12
  i, 0.7
#17 Cc1cccc(C)c1NC(=O)Nc1nnc([C@H]2C[C@H](O)[C@@H](CO)O2)s1
  i, 0.8
#18 O=C1C=C(CCc2ccccc2)CCC1
  i, 0.5
#19 OC[C@@H]1CN(C2CCCC2)C[C@H](n2cnc3c(NC4CC4)ncnc32)O1
  i, 0.4
#20 CCNC(=O)C1(C)CCN1Cc1cc(-c2ccccc2)n(C)n1 (stereo unspecified)
  i, 1.2
#21 N#CC(=Cc1ccnc2ccccc12)c1ccccc1
  i, 0.4
#22 CC(=O)c1c(O)c(C)c(O)c2c1OC1=Cc3c(c(C)nn3-c3ccccc3)C(=O)C12C (stereo unspecified)
  i, 1.3
#23 O=C1NC[C@@H](CCCCN2C[C@H](Cc3ccc(O)cc3)N(CC3CCCCC3)C(=O)C2=O)N(Cc2ccccc2)C1=O
  i, 0.3
#24 C[C@H](c1ccccc1)N1C[C@H](COCc2ccccc2)Oc2cc(N3CC[C@H](O)C3)ccc2S1(=O)=O
  i, 0.8
#25 CC1CCC(NC(=O)c2cccc(S(=O)(=O)N3CCOCC3)c2)CC1 (stereo unspecified)
  i, 1.7
#26 CC(=NNC(=S)N1CCCC1)c1ccccn1
  u, x
#27 CN1OC[C@@H]2CN(S(=O)(=O)c3cccc4ccccc34)[C@H](c3ccc(N4CCCCC4)cc3)C[C@@H]21
  i, 0.8
#28 CCC(C)CN1C(=O)CSCC1(C)C(=O)NCc1ccccc1 (stereo unspecified)
  i, 1.5
#29 Fc1cccc(F)c1C(Nc1nncs1)Nc1nncs1
  i, 0.9
#30 O=C1NC[C@H](Cc2ccccc2)N(C[C@@H]2CCCN2C[C@H](Cc2ccc(O)cc2)N2C[C@H](Cc3ccccc3)N(CC3CCCCCC3)C(=O)C2=O)C1=O
  i, 1.4

Part of the list above in another layout.
No.	structure	Myeloid diff MLP	Myeloid diff MLP GFP+ MAC1+ %
22	CC(=O)c1c(O)c(C)c(O)c2c1OC1=Cc3c(c(C)nn3-c3ccccc3)C(=O)C12C (stereo unspecified)	i	1.3
23	O=C1NC[C@@H](CCCCN2C[C@H](Cc3ccc(O)cc3)N(CC3CCCCC3)C(=O)C2=O)N(Cc2ccccc2)C1=O	i	0.3

New compounds follow
Values in the order: Myeloid diff MLP, Myeloid diff MLP GFP+ MAC1+ %
#31 COc1ccc(C(C)C)cc1S(=O)(=O)Nc1cccnc1
  i, 1.5
#32 O=C(N[C@@H]1CC[C@@H](CCNS(=O)(=O)c2ccc(Cl)cc2)O[C@@H]1CO)c1cccnc1
  i, 2.1
#33 ON=C(c1ccccc1)c1ccc2c3c(cccc13)CC2
  i, 1.7
#34 COc1ccc(NC(=O)C[C@@H]2C(=O)N(c3ccc(OC)cc3)CC2(C)C)cc1
  u, x
#35 COc1ccc(CC(N)c2csc(NC(=O)Nc3cccc(C(F)(F)F)c3)n2)cc1 (stereo unspecified)
  i, 1.3
#36 O=C1NCCN1CCNc1nc(NCC2CC2)nc2cc(-c3ccccc3)sc12
  i, 0.8
#37 CCCNC(=O)C[C@@H]1CC[C@@H]2[C@H](COC[C@H](O)CN2C(=O)c2cc(Cl)cc(Cl)c2)O1
  i, 0.9
#38 CCc1ccc2c(c1)NC(=O)C2(C)Cc1ccccc1 (stereo unspecified)
  i, 1.2
#39 C[C@@H]1CN([C@@H](C)CO)C(=O)c2cc(Br)cnc2O[C@H]1CN(C)Cc1ccc(-c2ccccc2)cc1
  i, 0.4
#40 CCCCn1nnnc1C(c1cc2ccccc2o1)N1CCN(c2cc(C)nc3ccccc23)CC1 (stereo unspecified)
  i, 1.4
#41 CC(=O)Nc1ccc(CN(C)c2c(C)nc3ccc(C(=O)NCCCn4ccnc4)cn23)cc1
  i, 0.6
#42 COCC(=O)N(C)C[C@H]1Oc2cc(C#Cc3cccnc3)ccc2S(=O)(=O)N([C@H](C)CO)C[C@H]1C
  i, 0.7
#43 O=C(NCc1ccccc1)c1cc(C2CCCN(S(=O)(=O)c3cccs3)C2)on1 (stereo unspecified)
  i, 0.9
#44 CCOC(=O)C1=CCN(S(=O)(=O)c2ccc(Br)cc2)C1c1cccc(C)c1 (stereo unspecified)
  i, 0.6
#45 C[C@H]1CN([C@@H](C)CO)C(=O)CCCn2cc(nn2)CO[C@@H]1CN(C)C(=O)C1CCCCC1
  i, 1.0
#46 CC(=O)Nc1cc(-c2ccccc2Cl)cn2c(-c3ccc(S(C)(=O)=O)cc3)cnc12
  +, 5.3*
#47 O=c1[nH]c2cc([N+](=O)[O-])ccc2c2cc(Br)ccc12
  i, 0.7
#48 COc1cccc(CNC(=O)[C@@H]2CCCN2C(=O)[C@H]2CCCCN2C(=O)c2cccc(Cl)c2)c1
  i, 0.2
#49 CN(C)C(=O)c1cccc(-c2cnc3c(NC=O)cc(-c4cccc(F)c4)cn23)c1
  i, 2.0
#50 CCN1C(=O)[C@H]2[C@@H](c3ccccc3)N[C@]3(CCCN(Cc4ccccc4)C3=O)[C@H]2C1=O
  i, 0.7
#51 CC(=O)c1ccc(OC2(C)CCN(CCOc3ccc(C)cc3)C2)cc1 (stereo unspecified)
  i, 0.9
#52 Nc1nnnn1/N=C/c1ccccc1Cl
  i, 0.6
#53 O=C(Nc1ccc(F)cc1)C(CCc1ccccc1)N1CCN(CC(=O)N2CCCC2)CC1 (stereo unspecified)
  i, 1.3
#54 CC1=C(C(=O)N2CCOCC2)CC(CC(=O)NCc2cccc3ccccc23)C(=O)N1CCC1=CCCCC1 (stereo unspecified)
  i, 0.5
#55 Cc1ccc(OCc2nc3ccccc3n2C(C(=O)NC(C)(C)C)c2ccccc2)cc1 (stereo unspecified)
  i, 3.2
#56 COc1ccc(NC(=O)C(c2ccccc2)n2c(=O)c(-c3ccco3)nc3ccccc32)cc1 (stereo unspecified)
  i, 4.8
#57 COc1ccc(CNCCCn2cnc3c(SC)ncnc32)cc1
  i, 2.5
#58 Cc1cccc(C)c1NC(=O)C1(C)CN(S(C)(=O)=O)CC(=O)N1C1CC1 (stereo unspecified)
  i, 4.1
#59 O=C(CN1CCNCC1)N1CCOCC1
  i, 0.7
